# Compound activity (PubChem)
# EPAC1 agonist = activates human EPAC1 exchange factor; Potency, µM (highest dose often 154 µM), without a hit: top-dose activation, actives largely listed as activators; O95398; AID 720707; 0.073% of 360,000 active; EPAC1 agonist qHTS, biochemical assay; response scale: 100% = response to 6.5 mM cAMP; also: potency is read from the fitted curve at half-maximal effect; nearly all actives have a fitted effect of over 60% in size
#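 Nucleotide exchange by EPAC1 (100 nM) on Rap1B–BODIPY-GDP (250 nM) in the presence of 50 uM GDP is tracked fluorescently at 480/540 nm over 30 min. Signals are normalized to a 6.5 mM cAMP control.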
# GLP1R cytotox = cytotoxic in the GLP-1 receptor inverse agonist counter-screen; HEK293 cAMP-luciferase reporter cells, luminescence, 24 h; Potency, µM (doses to about 38.3 µM), without a hit: at the top dose activity change, negative = inhibition, most hits filed as inhibitors; 0.13% of 410,000 active; AID 624418;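 also: loss of luciferase light is scored as toxicity; potency is read from the fitted curve at half-maximal effect; % is scaled to controls: 0 for no effect and ±100 for the full control effect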
#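 To flag toxic compounds, the library was rerun on cells for 24 hr at 37 deg C and 5% CO2. Viability-linked luminescence was captured 12 min after adding luciferase detection reagent.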
# PLK1 PBD inh = blocks phosphopeptide binding to human PLK1 polo-box domain. AID 720504. 2.8% of 360,000 active. Plk1 PBD binding of FITC phosphopeptide, fluorescence polarization. Potency, µM, for the others: max response, negative = inhibition, actives largely listed as inhibitors. P53350; also: potency is read from the fitted curve at half-maximal effect; series mostly up to about 57 µM; % is scaled to controls: 0 for no effect and ±100 for the full control effect; nearly all actives have a fitted effect of over 65% in size
# PI5P4Ka inh = blocks human PI5P4K alpha kinase activity; P48426; PI5P4Kalpha enzyme, ADP-Glo luminescence, 60 min; hits give low values; max response, %; 1.2% of 330,000 active; AID 652105; active = max response of -50% or lower; inconclusive = between -30% and -50%; inactive = -30% or higher; also: value at the top dose of about 77 µM; % is scaled to controls: 0 for no effect and ±100 for the full control effect
# Target sequence (P48426 whole entry, looked up): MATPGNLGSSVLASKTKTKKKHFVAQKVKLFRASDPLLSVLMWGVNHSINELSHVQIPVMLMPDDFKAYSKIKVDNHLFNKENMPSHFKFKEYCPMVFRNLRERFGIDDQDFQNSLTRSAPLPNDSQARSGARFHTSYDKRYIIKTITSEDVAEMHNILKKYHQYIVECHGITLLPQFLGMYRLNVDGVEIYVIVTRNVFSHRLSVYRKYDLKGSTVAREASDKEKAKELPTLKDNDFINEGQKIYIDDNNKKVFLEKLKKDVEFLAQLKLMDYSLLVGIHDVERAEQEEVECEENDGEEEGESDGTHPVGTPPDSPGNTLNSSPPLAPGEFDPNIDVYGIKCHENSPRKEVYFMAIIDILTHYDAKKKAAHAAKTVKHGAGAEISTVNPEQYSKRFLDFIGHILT
#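 Enzyme plus substrate dispensed, test compounds pinned in, then ATP (5 microM final) added. After 60 min at RT, ADP-Glo reagent 1 for 45 min and reagent 2 for 30 min preceded luminescence imaging.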
# PTHR1 ag = PTHR1 (human) receptor agonism. Potency, µM (titrated, usually from 115 µM), for inactives: at the highest dose activation, actives largely listed as activators. AID 743266. 0.075% of 410,000 active. Q03431. HEK293 GP2 PTHR1 cells, GloSensor cAMP luminescence, 1 h; also: potency is read from the fitted curve at half-maximal effect; nearly all actives have a fitted effect of over 55% in size; some results filed as inactive show a strong effect at the top dose; inactives centre near -15; many of its hits are not listed in these tables
# Target sequence (Q03431 whole entry, looked up): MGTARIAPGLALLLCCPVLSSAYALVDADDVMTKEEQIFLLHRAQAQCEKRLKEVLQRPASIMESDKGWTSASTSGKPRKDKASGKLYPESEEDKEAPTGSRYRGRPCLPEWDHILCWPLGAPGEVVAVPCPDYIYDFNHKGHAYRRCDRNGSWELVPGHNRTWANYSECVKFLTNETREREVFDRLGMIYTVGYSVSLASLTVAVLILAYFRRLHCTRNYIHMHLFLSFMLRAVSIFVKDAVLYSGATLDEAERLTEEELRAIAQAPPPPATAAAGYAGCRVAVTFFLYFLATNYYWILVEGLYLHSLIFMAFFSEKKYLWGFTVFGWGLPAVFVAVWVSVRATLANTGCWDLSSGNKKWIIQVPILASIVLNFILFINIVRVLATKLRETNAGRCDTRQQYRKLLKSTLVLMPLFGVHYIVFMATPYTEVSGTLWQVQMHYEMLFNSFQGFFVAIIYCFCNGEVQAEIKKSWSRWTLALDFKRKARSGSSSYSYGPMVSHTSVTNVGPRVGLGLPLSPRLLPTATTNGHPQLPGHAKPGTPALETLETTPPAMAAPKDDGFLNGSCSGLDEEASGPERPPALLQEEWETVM
#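 HEK-293-derived GP2 cells expressing PTHR1 and a GloSensor cAMP reporter, 3,000/well, plated overnight, given luciferin plus IBMX (each 0.5 mM as added) for 1 h at 37 °C, then compound for 1 h at 37 °C. Luminescence was read after 15 min at room temperature.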
# EPAC1 antag = antagonists of human EPAC1 | O95398 | EPAC1 GEF assay, Rap1b-BODIPY-GDP exchange fluorescence | Potency, µM (top dose mostly 115 µM), for the others: top-dose activity change, negative = inhibition, usual class: inhibitors | 0.14% of 360,000 active | AID 720709;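 also: potency is read from the fitted curve at half-maximal effect; plate controls were vehicle for no effect and positive control for full effect; nearly all actives have a fitted effect of over 50% in size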
# GLP1R ag = GLP-1 receptor (human) agonism; HEK293 GLP-1R CRE-luciferase, luminescence, 4-6 h; cells express a hypersensitive GLP-1R form; Potency, µM (top dose mostly 45.6 µM), for the others: top-dose activation, actives largely listed as activators; 0.007% of 380,000 active; AID 624172; also: potency is read from the fitted curve at half-maximal effect; % of control where 0% means no effect
# IL2 activator = IL-2 activation | IL-2 activation reporter assay, cell-based qHTS; stimulated with anti-CD3/CD4/CD28 beads; in transgenic mouse T cells | activation, % (series mostly up to about 46 µM) | 0.065% of 360,000 active | AID 652025; in the data active = activation above about 50%; inconclusive = mostly about 30% to 49%; also: 0% is about no effect
#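 Using fluorescent plate cytometry, EGFP and DsRed are detected in transgenic mouse T cells stimulated 18 h at 37 degrees C with antibody-coated beads after 60 min compound pretreatment.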
# GLP-1R inv ag = GLP-1 receptor (human) inverse agonism; 1.6% of 410,000 active; P43220; Potency, µM (doses to about 38.3 µM), for the others: at the highest dose activity change, negative = inhibition, most hits filed as inhibitors; AID 624417; HEK293 GLP-1R CRE-luciferase, luminescence, 24 h; GLP-1R form is constitutively active; also: potency is read from the fitted curve at half-maximal effect; % is scaled to controls: 0 for no effect and ±100 for the full control effect; nearly all actives have a fitted effect of over 55% in size
#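 GLP-1R inverse agonism mode: basal reporter luminescence in engineered HEK293 cells measured after one day of compound exposure at 37 deg C, with a 12 min room-temperature detection step.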
# * hit, by the source's call; i = inactive; ? = inconclusive; / = no result given; [ ] = dose if it differs, or a comment. Unless noted, calls follow the shape of the dose curve; as a rule, active = well fitted curve in the direction sought with a large enough effect; inconclusive = small, poorly fitted or top-dose-only effect, or another doubt; inactive = no such curve, though single readings can be large; an effect the other way counts as inactive or inconclusive. This is a subset; rates above refer to the full screens.
No.	Compound	EPAC1 agonist	GLP1R cytotox	PLK1 PBD inh	PI5P4Ka inh	PTHR1 ag
1	CCC(=O)N1N=C(c2ccc(NS(=O)(=O)c3ccc(C)cc3)cc2)CC1c1ccco1 (stereo not given)	6%	-19%	0%	-2	-19%
2	Cc1cc(C)c(S(=O)(=O)Nc2ccc(Cl)cn2)c(C)c1	8%	-4%	-11%	-5	-27%
3	N#Cc1ccc(OCC(=O)OCC(=O)c2ccc[nH]2)cc1	-7%	2%	-8%	-25	4%
4	Cc1cc(N2C(=O)C(O)=C(C(=O)c3ccco3)C2c2ccccc2F)no1 (stereo not given)	-7%	-3%	-17%	3	-83%[inhibitor]
5	CCOC(=O)c1nn(-c2ccc(F)cc2)c2nc(-c3ccccc3)c(C#N)c(=O)n12	-2%	5%	-2%	-5	-2%
6	O=C(N=C1SC2CS(=O)(=O)CC2N1Cc1ccccc1)C1CC1 (stereo not given)	2%	-8%	7%	1	i
7	Cc1cc(S(=O)(=O)NC2CCCCC2)ccc1OCC(=O)N1CCOCC1	-4%	-5%	1%	/	i
8	O=C(NCC(=O)N1CCCC(C(F)(F)F)C1)c1ccccc1F (stereo not given)	-1%	5%	-7%	3	i
9	Cc1cccc(C)c1OCCCCN1CCCCC1	-6%	2%	11%	3	-3%
10	C=CCn1c(N)c(C(=O)NCC2CCCO2)c2nc3ccccc3nc21 (stereo not given)	-2%	/	-3%	/	i
11	COc1ccccc1Nc1nnc(SCC(=O)N2CCCC2=O)s1	-2%	2%	-10%	/	-5%[57.5 µM]
12	O=C(CCCCl)NC1=NN(c2ccccc2)C(=O)C1	2%	-6%	-8%	-1	17%

No.	EPAC1 antag	GLP1R ag	IL2 activator	GLP-1R inv ag
1	3%	13%	-0.6	?
2	-23%	-12%	-0.6	?
3	-4%	-7%	0.5	5%
4	9%	2%	0.1	43%[activator]
5	-6%	0%	-0.8	1%
6	1%	-2%	-1.1	6%
7	8%	7%	3.1	10%
8	5%	-6%	1.0	2%
9	2%	-6%	-0.3	2%
10	-6%	19%	-2.8	27%
11	1%	4%	-1.6	3%
12	-7%	-3%	-0.1	?

# Additional compounds follow:
No.	Compound	EPAC1 agonist	GLP1R cytotox	PLK1 PBD inh	PI5P4Ka inh	PTHR1 ag
13	Cc1cc(C)c(-c2c(O)c3ccccc3n(C)c2=O)c(C)c1	-8%	0%	-5%	-1	i
14	C=CCNC(=O)C1CC(=O)N(c2ccc(OCC(=O)Nc3ccccc3)cc2)C1 (stereo not given)	-5%	8%	2%	/	i
15	O=C(Cn1nc(C(F)(F)F)c2c1CCC2)N1CCN(c2ccccc2)CC1	3%	-1%	0%	/	-9%[57.5 µM]
16	COc1ccc(S(=O)(=O)N2CCCCC2)cc1NC(=O)Cc1sc(C)nc1-c1ccc(F)cc1	16%	11%	-12%	1	i
17	CC(=O)c1cccc(Nc2nc3ccccc3n3cnnc23)c1	-3%	-6%	-8%	2	i
18	Cn1cccc1/C=C1\SC(=Nc2ccc(O)cc2)NC1=O	-1%	?	-9%	-30	-14%
19	O=C(NNC(=O)c1ccccc1O)c1ccc(NS(=O)(=O)c2ccc(F)cc2)cc1	-2%	-10%	-9%	-28	-61%[inhibitor]
20	CC(C)=NNC(=O)C1=NNC(=O)C1	4%	0%	2%	-14	i
21	O=[N+]([O-])c1ccccc1OCCCn1cnc2ccccc21	2%	0%[7.66 µM]	1%	3	-23%
22	Cc1ccc(/C(N)=N/OC(=O)c2ccc(C)cc2Cl)cc1	-1%	-6%	-2%	23	-31%[inhibitor]
23	COc1ccccc1NS(=O)(=O)c1ccc(C)c(C(=O)N2CCCC2)c1	2%	1%	-4%	-1	-13%
24	CCN(CC)c1ccc(/C=N/N2CCOCC2)c(O)c1	0%	-11%	10%	0	i

No.	EPAC1 antag	GLP1R ag	IL2 activator	GLP-1R inv ag
13	-5%	-5%	0.0	-14%
14	4%	-4%	-0.6	-17%
15	-2%	-6%	1.3	-3%
16	13%	2%	-4.5	-37%
17	?	15%	-3.7	1%
18	-6%	?	0.2	-23%
19	?	1%	0.3	?
20	6%	-3%	0.2	-13%
21	0%	3%	0.6	31%[activator][7.66 µM]
22	-4%	-7%	0.0	?
23	-16%	3%	-0.2	6%
24	1%	8%	-0.2	7%

# Continuation.
No.	Compound	EPAC1 agonist	GLP1R cytotox	PLK1 PBD inh	PI5P4Ka inh	PTHR1 ag
25	Cc1ccc(CN2C(=O)CSc3ccc(C(=O)NC4CC4)cc32)cc1	2%	-1%	-2%	-2	-12%
26	Cc1cc(C)n(C(=O)c2ccc(NC(=O)C3CC3)cc2)n1	4%	3%	-2%	0	-9%
27	Cc1ccc(S(=O)(=O)NCC(=O)OCC(=O)N2N=C(c3ccc(Cl)cc3)CC2c2ccco2)cc1C (stereo not given)	-2%	22%	-11%	7	i
28	COc1ccc(OCC(=O)Nc2ccc(N3CCN(C(=O)c4ccccc4)CC3)c(Cl)c2)cc1	22%	7%	-3%	3	-48%[inhibitor]
29	CCCC(=O)Nc1cc(C)cn(Cc2c(F)cccc2Cl)c1=O	6%	?	-11%	-6	-44%[inhibitor]
30	CNCC(O)c1ccc(O)c(O)c1 (stereo not given)	16%	-11%	-7%	-1	?
31	CCCC(=O)Nc1ccc2oc(-c3ccc(OC)c(Br)c3)nc2c1	6%	4%	-1%	/	-3%[57.5 µM]
32	CCCCn1nnc(N(C(=O)c2cccs2)C(=O)c2cccs2)n1	-14%	-3%	-29%	-12	6%
33	Cc1cccc(C)c1N1C(=O)c2ccccc2NC(=O)C1C(=O)Nc1ccc(N2CCOCC2)cc1 (stereo not given)	-10%	-5%	-3%	2	-22%
34	COc1ccc(/C=C/CN2CCCC(CO)(Cc3cccc(Cl)c3)C2)cc1 (stereo not given)	-7%	?	8%	6	i
35	CC1CCC(NC(=O)c2cccc(S(=O)(=O)NCc3ccccc3)c2)CC1 (stereo not given)	4%	19%	-1%	-4	-23%
36	O=C(Nc1ccc(-n2cc(Br)cn2)cc1)c1ccncc1	9%	-4%	-12%	3	-16%

No.	EPAC1 antag	GLP1R ag	IL2 activator	GLP-1R inv ag
25	-10%	15%	-0.5	16%
26	4%	11%	-3.1	-10%
27	3%	6%	-4.8	17%
28	-6%	0%	-0.2	10µM*
29	0%	-2%	0.2	-3%
30	-13%	37%	0.9	58%[activator]
31	0%	3%	-3.1	0%
32	-5%	-1%	-0.7	-9%
33	-18%	/	3.7	9%
34	-9%	22%	-1.7	3.2µM*
35	-4%	4%	-4.0	?
36	-12%	1%	-0.7	-1%

# Sorted by value in GLP-1R inv ag (lowest first): 3 of the compounds above
entry | SMILES | PLK1 PBD inh | PI5P4Ka inh | PTHR1 ag | EPAC1 antag | GLP1R ag | IL2 activator | GLP-1R inv ag
32 | CCCCn1nnc(N(C(=O)c2cccs2)C(=O)c2cccs2)n1 | -29% | -12 | 6% | -5% | -1% | -0.7 | -9%
29 | CCCC(=O)Nc1cc(C)cn(Cc2c(F)cccc2Cl)c1=O | -11% | -6 | -44%[inhibitor] | 0% | -2% | 0.2 | -3%
27 | Cc1ccc(S(=O)(=O)NCC(=O)OCC(=O)N2N=C(c3ccc(Cl)cc3)CC2c2ccco2)cc1C (stereo not given) | -11% | 7 | i | 3% | 6% | -4.8 | 17%

# Next part:
No.	Compound	EPAC1 agonist	GLP1R cytotox	PLK1 PBD inh	PI5P4Ka inh	PTHR1 ag
37	CC(=O)O[C@H]1C2OC(=O)C(C)=C2[C@@H]2OC(=O)[C@]3(CCC4OC41C)OC23 (stereo not given in full)	-15%	-15%	-10%	1	-45%[inhibitor]
38	Clc1ccc(CSc2nnc(-c3ccccn3)n2Cc2ccco2)c(Cl)c1	?	6%	-17%	/	i
39	CC(C)Cn1cnc2c1c(=O)[nH]c(=O)n2Cc1ccccc1	-7%	4%	-4%	6	i
40	O=C(CCNS(=O)(=O)c1ccccc1)Nc1ccccc1	-2%	-9%	2%	1	-22%
41	O=C(COC(=O)c1ccccc1OCc1ccccc1Cl)NC1CCS(=O)(=O)C1 (stereo not given)	2%	-11%	-6%	11	-17%
42	COc1ccccc1-c1cc2nc(C)c(CCC(=O)NCCc3cccc(C)c3)c(C)n2n1	/	-20%	/	/	-47%[inhibitor]
43	COc1ccc(CC(=O)N2CCc3ccccc32)cc1	-1%	17%	-4%	-7	-13%
44	CC(=O)Oc1ccc2c(C)cc(=O)oc2c1C(=O)c1ccccc1	-2%	-12%	?	12	-5%
45	C[C@@H]1CN([C@H](C)CO)C(=O)CCCn2nncc2CO[C@H]1CN(C)Cc1cccnc1	-3%	8%	-17%	-4	-22%
46	O=S(=O)(Nc1cccc2c1CCCC2)c1ccc(Cl)cc1	12%	-6%	5%	18	-27%
47	Cc1cc(C)c2oc(=O)cc(CN3CCN(Cc4ccccc4)CC3)c2c1	4%	1%	-8%	2	i
48	CCOC(=O)Nc1c(O)ccc2oc(C)c(-c3ccccc3)c12	3%	0%	-6%	-6	-27%
49	Cc1nn(S(=O)(=O)c2ccc(Br)cc2)c(C)c1S(=O)(=O)N1CCOCC1	-6%	-11%	-10%	-9	i
50	O=C(O)c1ccccc1C(=O)NNc1cccc(Cl)n1	4%	-18%	-8%	5	0%
51	CCC(=O)Nc1nonc1-c1nc2ccccc2n1Cc1ccccc1	9%	-7%	-3%	8	i

No.	EPAC1 antag	GLP1R ag	IL2 activator	GLP-1R inv ag
37	-2%	-5%	-0.3	6%
38	?	-3%	0.5	-7%
39	9%	6%	-0.3	4%
40	16%	21%	0.1	22%
41	0%	14%	0.5	-12%
42	/	-10%	/	?
43	-8%	3%	0.8	-9%
44	-12%	-1%	-1.8	-18%
45	3%	4%	-0.5	-1%
46	?	?	1.2	?
47	-17%	0%	0.4	4%
48	-4%	9%	-0.8	?
49	-5%	-3%	-2.3	3%
50	10%	2%	-2.4	13%
51	-9%	4%	-2.2	17%
